Compound activity from PubChem BioAssay.
E-sel TNF inh: E-selectin induction blockers in HUVEC – imaging, immunofluorescence, high content, primary screen. HUVEC TNFa-induced E-selectin immunofluorescence. inhibition, % at 2 µM. hit rate 0.71% among 120,000. AID 1246, 2008;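 active = inhibition above the batch mean plus 3 SD, and confirmed as a hit on visual image review, cut at about 43% in these data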;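 also: 0% = TNF-stimulated DMSO wells and 100% = unstimulated control wells; not every result past the cut was called active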
Starred values were filed as active, the others as inactive. A portion of the library, so the mix of outcomes need not match the whole.

SMILES	E-sel TNF inh
Cc1cc([N+](=O)[O-])ccc1NC(=O)c1ccco1	-8
O=[N+]([O-])c1ccc2ccn(C3OCC(O)C(O)C3O)c2c1 (configuration not stated)	-12
CCOc1cc(C(=O)NC(=S)Nn2cnnc2)cc(OCC)c1OCC	7
CC(C)Nc1nc(NC(C)C)nc(Nn2cnnc2)n1	0
COc1ccc(C)cc1S(=O)(=O)Nc1ccncc1	8
Cc1cc(C)n(-c2ccc(F)cc2CN2CCN(C3CCCC3)C(CCO)C2)n1 (configuration not stated)	6
COc1ccc(CC(=O)NCc2n[nH]c(=S)n2-c2cccc(Cl)c2)cc1	-18
COC(CNC(=O)c1ccc2c(c1)ncn2-c1ccc(F)c(F)c1)OC	-11
COc1ccc(C2CC(c3ccc4ccccc4c3)=NN2C(=O)CNC2CCCCC2)cc1 (configuration not stated)	-33
O=C(COc1ccc(Cl)cc1)N1CCN(C(=O)c2cccs2)CC1	6
O=C(O)COc1ccc(/C=N/NC(=O)COc2nsnc2N2CCOCC2)cc1	15
O=C(Nc1cccc(F)c1)c1ccc(Cn2cc([N+](=O)[O-])cn2)o1	-3
O=C(/C=C/c1c(F)cccc1Cl)Nc1nn[nH]n1	-9
COC(=O)c1ccccc1S(=O)(=O)N1CCC(C(=O)OC(C)C(=O)NC(N)=O)CC1 (configuration not stated)	-8
Cc1cc(=O)[nH]c(N/N=C/c2c(C)oc3ccccc23)n1	-89
COc1ccc(C2=[N+]([O-])C(C)(C)C(c3ccccc3)=N2)cc1	-8
COCCNC(=S)N1CCN(c2nc3ccccc3s2)CC1	-7
NS(=O)(=O)c1ccc(CCNC(=O)CSc2nc3ccccc3c(=O)n2CCN2CCOCC2)cc1	7
CCOc1cc(N2CCOCC2)c(OCC)cc1NC(=O)c1cc(C)nc2ccccc12	4
O=C(CSc1nnc(-c2ccncc2)o1)N1CCCC1	-18
COC(=O)C(CO)NC(=O)C(C)NC(=O)CNC(=O)OCc1ccccc1 (configuration not stated)	-22
Cc1cc(C)c(C(=O)N2CCCC(C(=O)c3cc(F)ccc3F)C2)o1 (configuration not stated)	4
CCN(CC)CCNS(=O)(=O)c1ccc(/C=C/C(=O)O)cc1	85*
O=C(Nc1cccc(Cl)c1)c1ccc(OC(=S)N2CCOCC2)cc1	2
O=C(NC1CCCCC1)C1CCCN(S(=O)(=O)c2ccc(Br)s2)C1 (configuration not stated)	-3
Cc1ccc(C)c(-c2csc(N/N=C/c3ccco3)n2)c1	29
C/C(CS(=O)(=O)c1ccc(Cl)c(Cl)c1)=N/NC(N)=S	-15
CCOC(=O)N1CCN(C(=O)CSc2ccc3nnc(-c4ccccn4)n3n2)CC1	-15
CCCC(=O)Nc1ccccc1NC(=O)c1ccc(OC(C)=O)cc1	-12
Cc1cc(C)c2cc(CNC3CCCC3)c(Cl)nc2c1	30
Cc1c(C)c(C)c(S(=O)(=O)N2CCNCC2)c(C)c1C	38
O=C(COC(=O)c1ccc(S(=O)(=O)N2CCOCC2)cc1)NC1CCCCCCC1	2
CCCCn1c(=O)c(CCC(=O)O)nc2ccccc21	-12
COc1ccc(CN(C(=O)c2ccc(-c3ccccc3)[nH]2)C(C(=O)NC(C)(C)C)c2ccncc2)cc1 (configuration not stated)	-10
C/C(=N\Nc1ccccn1)c1ccc(C(C)C)cc1	-22
O=C(Nc1cc(S(=O)(=O)N2CCOCC2)ccc1Cl)c1cc(=O)c2ccccc2o1	44
Cc1cc(NC(=O)CCCn2nc([N+](=O)[O-])c(Br)c2C)no1	19
O=C(NNC(=O)c1cccnc1)NC1CCCCC1	-12
O=C(c1ccccc1)N(Nc1ccccc1)c1ccccc1	3
CC(=O)Oc1ccc2oc(=O)c3c(c2c1)CCCN3C(=O)CN1CCOCC1	-29

Marked active in E-sel TNF inh (from the list above):
SMILES	E-sel TNF inh
CCN(CC)CCNS(=O)(=O)c1ccc(/C=C/C(=O)O)cc1	85*

Next part.
SMILES	E-sel TNF inh
Cc1cc([N+](=O)[O-])cc([N+](=O)[O-])c1NCC(C)C	2
CCOCCCNC(=O)CCc1ccc(S(=O)(=O)Nc2ccc(C)cc2)cc1	22
Cn1c(SCC(=O)Nc2cccc(S(=O)(=O)NC3=NCCCCC3)c2)nnc1-c1ccncc1	-4
Cc1cc(C)n(-c2ccc3nncn3n2)n1	20
O=C(CSc1ncn[nH]1)N1N=C(c2ccc(Cl)cc2)CC1c1ccco1 (configuration not stated)	7
Cc1cnc(C(=O)Nc2ccc(S(=O)(=O)NCC(C)C)cc2)cn1	8
COc1ccc(C(=O)OCC(=O)N(C)C2CCS(=O)(=O)C2)cc1S(=O)(=O)N1CCCc2ccccc21 (configuration not stated)	2
O=C(C(=O)N1CCN(C(=O)c2ccco2)CC1)c1c[nH]c2ccccc12	-33
CC(=O)NC(CC(=O)N(C)Cc1cccc(Cl)c1Cl)c1ccccc1 (configuration not stated)	11
O=C(Nc1ccc(F)cc1F)NC1CCN(S(=O)(=O)c2ccc(F)cc2)CC1	-34
CCOc1ccccc1Cn1c(=O)sc2ccccc21	-15
Cc1ccc(CN2C(=O)N/C(=C/c3ccc4c(c3)n(C)c(=O)n4C)C2=O)cc1	9
CCCOc1ccc(C(=O)NCCc2ccccc2)cc1	-42
COc1cc2c(cc1OC)CN(CC(=O)NC(=O)NCc1ccccc1)CC2	16
Cc1noc2ncnc(Oc3ccc(C(C)(C)C)cc3)c12	-11
Cc1c(NC(N)=O)c(=O)n(-c2ccccc2)n1C	18
CC1CN(Cc2ccccc2)C(C)CC1O (configuration not stated)	-2
O=C(COc1cccc2ccccc12)NCc1cccnc1	19
CCSc1nnc(NC(=O)CSC2=NCCS2)s1	7
Cc1c(CN2CCC(CO)(CC3CCCCO3)CC2)cnn1C (configuration not stated)	-1

2 records drawn at random from those above:
SMILES	E-sel TNF inh
CCSc1nnc(NC(=O)CSC2=NCCS2)s1	7
Cc1noc2ncnc(Oc3ccc(C(C)(C)C)cc3)c12	-11

Next section.
SMILES	E-sel TNF inh
Cc1nc2ccccc2c(=O)n1NC(=O)c1ccccc1[N+](=O)[O-]	-8
Cc1cc(NC(=O)COC(=O)[C@@H](NS(=O)(=O)c2ccccc2)C(C)C)no1	4
O=C(NCCN1CCOCC1)C1CCN(S(=O)(=O)N2CCCC2)CC1	-6
Nc1ccc2oc(C3CCCCC3)nc2c1	-5
O=C(COC(=O)CCCc1nc2ccccc2s1)NC(=O)NCc1ccco1	10
CC1(C(=O)O)Oc2cccnc2NC1=O (configuration not stated)	-34
O=C(/C=C/c1nc2ccccc2s1)N1CCCCCC1	11
Fc1cccc(/C=N/Nc2ccccn2)c1	-31
O=C(NC(=S)Nc1nc2ccc(F)cc2s1)c1ccco1	-30
COc1ccc(N2CC(NC(=O)Nc3ccccc3)CC2=O)cc1 (configuration not stated)	-61
Cc1cc(C)c2nc(NC(=O)C3CC(=O)N(Cc4ccco4)C3)sc2c1 (configuration not stated)	-3
CCCn1c(N)c(C(=O)CSc2nc3ccccc3c(=O)n2Cc2ccccc2)c(=O)[nH]c1=O	-33
Cc1ncc(CN2CCN(Cc3ccc(F)cc3)C(CCO)C2)s1 (configuration not stated)	-31
CN(C(=O)CSc1ncnc2sc(-c3ccccc3)cc12)C1CCS(=O)(=O)C1 (configuration not stated)	-14
O=C(c1ccc(Cl)c(S(=O)(=O)N2CCOCC2)c1)N(c1ccccn1)C1CCCCC1	-11
O=C1CC(N2CCSCC2)C(=O)N1c1ccccc1 (configuration not stated)	-16
COc1ccc(Cl)cc1NC(=O)CN(C)CC(=O)Nc1ccc(C)cc1Br	15
C=CCn1c(C(CCCC)CC(O)COCC(C)C)n[nH]c1=S (configuration not stated)	11
O=C(O)c1cccc(NC(=S)N/N=C/c2ccccn2)c1	20
COc1ccc(-n2nnnc2SCC(=O)NCCc2ccccc2)cc1OC	18
CC(C)Oc1cccc(C(=O)C2CCCN(Cc3cnc(N4CCCC4)s3)C2)c1 (configuration not stated)	-42
O=C1OCC2=C1C(c1ccc(F)cc1)c1cc3c(cc1N2)OCO3 (configuration not stated)	3
CCOC(=O)c1cnc2nc(SC)nn2c1N	21
O=C(Oc1ccc(/C=N/Nc2nc(N3CCCCC3)nc(N3CCCCC3)n2)cc1)c1ccco1	-22
O=C(Nc1c[nH]c(=O)[nH]c1=O)c1ccc([N+](=O)[O-])cc1	7
O=C(NNC(=O)c1sccc1-n1cccc1)Nc1ccccc1	-12
Oc1ccc(/C=C/c2ccc3ccccc3n2)cc1	-11
CCC(C)(C)C1CCC(=NNC(=S)Nc2cccnc2)CC1 (configuration not stated)	8
Cc1c(NC(=O)CN2C(=O)NC3(CCCC3)C2=O)c(=O)n(-c2ccccc2)n1C	2
CCN(c1ccccc1)S(=O)(=O)c1cccc(C(=O)NCC(c2cccs2)N(C)C)c1 (configuration not stated)	-14
CC(C)(CNc1ccc([N+](=O)[O-])cc1C#N)N1CCOCC1	-30
Cc1nc2ccccn2c1-c1csc(Nc2cccc(O)c2)n1	-11
CCn1c(COc2cc(C)ccc2C(C)C)nnc1SCC(=O)Nc1nccs1	-42
COc1ccc(C(=O)Nc2sc3c(c2C#N)CCN(C(C)=O)C3)cc1	-19
COc1cccc(NC(=S)/C(=C(\[O-])c2ccc([N+](=O)[O-])cc2)[n+]2ccccc2)c1	-19
COc1cc(OC)c(NC(=O)c2ccc3c(SCC(=O)O)c4c(nc3c2)CCCC4)cc1Cl	2
CCN(CC)S(=O)(=O)c1ccc2nnn(O)c2c1	2
O=S1(=O)CCN(OCc2ccc(Cl)cc2)CC1	-22
Cc1ccc(-n2c(-c3ccncc3)n[nH]c2=S)cc1	14
COc1ccc(N2C(=O)c3ccccc3NC2(C)C)cc1	21
Cc1c(-c2ccccc2)n[nH]c1C(=O)N=Nc1c(O)[nH]c2ccccc12	-5
Cc1cc(C)c(NC(=O)C2CCC(=O)N2)c(C)c1 (configuration not stated)	-52
O=C(CSc1ccc(-c2cccnc2)nn1)c1ccc([N+](=O)[O-])cc1	-27
O=C(NC(=S)Nc1ccc(Cc2ccncc2)cc1)c1ccccc1F	-4
COc1ccc(Sc2ncnc3onc(C)c23)cc1	-10
COc1ccc(S(=O)(=O)NCCc2nnc3ccc(SCC(=O)Nc4cc(C)on4)nn23)cc1	4
CC1=CC(C)(C)N(C(=O)CN2C(=O)CCC2=O)c2ccc(C)cc21	-29
O=C1NC(=S)S/C1=C/c1ccc(Oc2cnccn2)cc1	4
COc1ccc(/C=C/C(=O)c2ccccc2)c(OC)c1	-28
CN(C)C(=O)COC(=O)/C=C/c1cn(-c2ccccc2)nc1-c1cccs1	-11
O=C(/C=C/c1ccc(S(=O)(=O)NCc2ccco2)cc1)N1CCN(c2ccccc2)CC1	-7
CCOC(=O)N1CCC(N2CCCC(CO)(Cc3ccccc3C)C2)CC1 (configuration not stated)	-3
O=C(CN1CCCCCCC1)Nc1cc(Cl)cc(Cl)c1	-19
COc1ccc(-n2nc(C(C)=O)c(=O)[nH]c2=O)cc1	41
O=S1(=O)CCN2C=C(Cl)C=C(Cl)C2=N1	-11
O=C(O)CCCCC1CCSS1 (configuration not stated)	1
CSC1=NCCN1S(=O)(=O)c1ccccc1	-6
CCOC(=O)CSc1ccc(S(=O)(=O)N2CCCC2)cc1[N+](=O)[O-]	23
Cc1[nH]c2ccccc2c1C(=O)CSc1n[nH]c(N)n1	17
COC(=O)c1ccc(NC2c3ncccc3C(=O)N2Cc2cccs2)cc1 (configuration not stated)	7

By substructure, the entries above with a thiophene ring, fused or not
SMILES	E-sel TNF inh
O=C(COc1ccc(Cl)cc1)N1CCN(C(=O)c2cccs2)CC1	6
O=C(NC1CCCCC1)C1CCCN(S(=O)(=O)c2ccc(Br)s2)C1 (configuration not stated)	-3
CN(C(=O)CSc1ncnc2sc(-c3ccccc3)cc12)C1CCS(=O)(=O)C1 (configuration not stated)	-14
O=C(NNC(=O)c1sccc1-n1cccc1)Nc1ccccc1	-12
CCN(c1ccccc1)S(=O)(=O)c1cccc(C(=O)NCC(c2cccs2)N(C)C)c1 (configuration not stated)	-14
COc1ccc(C(=O)Nc2sc3c(c2C#N)CCN(C(C)=O)C3)cc1	-19
CN(C)C(=O)COC(=O)/C=C/c1cn(-c2ccccc2)nc1-c1cccs1	-11
COC(=O)c1ccc(NC2c3ncccc3C(=O)N2Cc2cccs2)cc1 (configuration not stated)	7

Reformatted field by field: four of the compounds above
O=C(CN1CCCCCCC1)Nc1cc(Cl)cc(Cl)c1
  E-sel TNF inh: -19
COc1ccc(S(=O)(=O)NCCc2nnc3ccc(SCC(=O)Nc4cc(C)on4)nn23)cc1
  E-sel TNF inh: 4
COc1ccc(-n2nc(C(C)=O)c(=O)[nH]c2=O)cc1
  E-sel TNF inh: 41
CC1=CC(C)(C)N(C(=O)CN2C(=O)CCC2=O)c2ccc(C)cc21
  E-sel TNF inh: -29

(list continues)
SMILES	E-sel TNF inh
CC(=O)Nc1ccc(NS(=O)(=O)c2cc([N+](=O)[O-])ccc2C)cc1	15
CC1=CS(=O)(=O)CC1Sc1nc(C)n[nH]1 (configuration not stated)	18
Cc1ccc(C2=NN(C(=O)c3cccs3)C(c3ccccc3O)C2)cc1 (configuration not stated)	-19
O=C(Cn1ccc(C(F)(F)F)n1)Nc1cccc(S(=O)(=O)N2CCCCC2)c1	-1
CC1(C)CC(=O)C(C(C2=C(O)CC(C)(C)CC2=O)c2ccc(Cl)c([N+](=O)[O-])c2)C(=O)C1 (configuration not stated)	8
COc1ccc(N(CC(=O)O)S(=O)(=O)c2ccccc2[N+](=O)[O-])c(OC)c1	-15
O=C(c1cnc2ccc(Cl)cc2c1Cl)N1CCOCC1	14
C=CCNC(=O)/C(=C/c1cccc([N+](=O)[O-])c1)NC(=O)c1ccco1	-60
CCc1ccc(CN2C(=O)c3ccccc3C2C(=O)NCc2cccnc2)cc1 (configuration not stated)	10
C=CCN1C(=O)C(CC(=O)Nc2ccccc2)N(Cc2ccccn2)C1=S (configuration not stated)	-7
